Compound activity from PubChem.
Growth percent in the NCI-60 one-dose screen (48 h, 10 µM unless noted): 100 = growth as untreated, 0 = no growth, -100 = all killed.
HOP-62 – HOP-62 NSCLC; 80,000 tested, 3.9% active
A549/ATCC – A549/ATCC NSCLC; 81,000 tested, 3.7% active; AID 1794740
HOP-92 – HOP-92 NSCLC cells | AID 1794738 | 71,000 tested, 6.3% active
RPMI-8226 – RPMI-8226 leukemia cells; 77,000 tested, 7.5% active
M14 – M14 melanoma | 80,000 tested, 6.2% active | AID 1794745
EKVX – EKVX NSCLC; 71,000 tested, 3% active
MDA-MB-435 – MDA-MB-435 melanoma; 82,000 tested, 7.8% active
CCRF-CEM – CCRF-CEM leukemia. 77,000 tested, 7% active. AID 1794778
* marks the source's active call; other numbers are inactive results; · = no result given; [ ] = remark or other dose. How the source made its calls: active means growth percent below 10; inactive means the rest.

Each structure is followed by: HOP-62	A549/ATCC	HOP-92	RPMI-8226	M14	EKVX	MDA-MB-435	CCRF-CEM
- Nc1c(N=Nc2ccc(-c3ccc(N=Nc4cc(S(=O)(=O)O)c5ccccc5c4O)cc3)cc2)cc(S(=O)(=O)O)c2ccccc12
 : 118	105	131	109	112	82	118	101
- COC(=S)SCN(CSC(=S)OC)c1ccccc1Cl
 : 105	94	98	91	100	95	105	66
- O=S(=O)(NCCNc1nccc(-c2c(-c3ccc(O)cc3)nc3sccn23)n1)c1ccccc1
 : 73	72	89	59	16	·	35	46
- COc1ccc2c(c1)oc1c(C)c3c(c(C)c12)C(=O)N(Nc1ccccc1)C3=O
 : 89	112	100	112	95	108	104	111
- CCOC(=O)n1cnc2nc(N)nc(SC)c21
 : 106	105	102	106	104	112	104	99
- CCOC(=O)C1(C(=O)OCC)CC1
 : ·	100	·	100	102	·	104	·
- Nc1cc(=O)n(CC(=O)c2ccccc2)n1S(=O)(=O)c1ccccc1
 : ·	91	92	92	97	94	105	95
- CCOC(=O)CCCCC1C(CCCC(=O)OCC)C=NN1C (stereo not drawn)
 : 106	103	·	101	105	118	118	95
- O=S(=O)(Nc1ccc2ccccc2c1)c1ccccc1
 : 85	84	92	93	102	95	77	94
- Cc1cc(C(C)(C)C)cc(C)c1CC1=NCCN1
 : 109	104	·	114	107	89	100	103
- Cc1cc2cn3c4ccc(O)cc4nc(N)c3c2cc1C
 : 14	8.8*	·	-20*	5.0*	37	-31*	11
- Cc1ccc(S(=O)(=O)n2[nH]c(=O)cc2N)cc1
 : 90	100	88	·	94	96	102	101
- Cc1nnc(NS(=O)(=O)c2ccc(N=Nc3cc4ccccc4c(C(=O)O)c3O)cc2)s1
 : 112	103	·	84	129	·	119	100
- O=C(O)CCCCNC(=O)c1nc(-c2ccccc2)n(-c2ccc(F)cc2)n1
 : 114	106	124	109	106	103	100	107
- COc1ccc(-c2cc(-c3cccnc3)nc3sc4c(=O)[nH]c(-c5ccccc5)nc4c23)cc1OC
 : 92	95	45	89	110	99	99	96

Exported as labelled records: 2 of the compounds above
CCOC(=O)C1(C(=O)OCC)CC1
  HOP-62: ·
  A549/ATCC: 100
  HOP-92: ·
  RPMI-8226: 100
  M14: 102
  EKVX: ·
  MDA-MB-435: 104
  CCRF-CEM: ·
Nc1cc(=O)n(CC(=O)c2ccccc2)n1S(=O)(=O)c1ccccc1
  HOP-62: ·
  A549/ATCC: 91
  HOP-92: 92
  RPMI-8226: 92
  M14: 97
  EKVX: 94
  MDA-MB-435: 105
  CCRF-CEM: 95

Not a retest: entries from further up.
Each structure is followed by: HOP-62	A549/ATCC	HOP-92	RPMI-8226	M14	EKVX	MDA-MB-435	CCRF-CEM
- Nc1c(N=Nc2ccc(-c3ccc(N=Nc4cc(S(=O)(=O)O)c5ccccc5c4O)cc3)cc2)cc(S(=O)(=O)O)c2ccccc12
 : 118	105	131	109	112	82	118	101
- COC(=S)SCN(CSC(=S)OC)c1ccccc1Cl
 : 105	94	98	91	100	95	105	66
- O=S(=O)(NCCNc1nccc(-c2c(-c3ccc(O)cc3)nc3sccn23)n1)c1ccccc1
 : 73	72	89	59	16	·	35	46

Following part:
Each structure is followed by: HOP-62	A549/ATCC	HOP-92	RPMI-8226	M14	EKVX	MDA-MB-435	CCRF-CEM
- Cc1ccc(C2(C)NC(=O)N(CC(=O)Nc3cccc(C)c3)C2=O)cc1 (stereo not drawn)
 : 102	101	64	68	110	101	108	112
- COc1cc2c(cc1CC(Br)CBr)OCO2 (stereo not drawn)
 : 102	89	115	99	101	96	99	93
- CC1=CC[C@@H]2CC[C@]3(C)[C@H](CC[C@@H]4[C@@]5(C)CCCNC(C)(C)[C@@H]5CC[C@]43C)[C@H]2[C@@H]1C
 : 105	-14*	24	-33*	15	85	-17*	5.2*
- CO[C@@H]1CSS[C@H]1Cn1nc(-c2ccc(Oc3ccccc3)cc2)c2c(N)ncnc21
 : 111	46	58	34	-64*	43	17	11
- C=C1CCC2C(C)(CO)C(O)CCC2(C)C1C/C=C1/C(=O)OCC1O/C=C/c1ccccc1 (stereo not drawn)
 : 104	72	76	·	86	103	76	11
- Nc1nc(SCc2cccc(CCl)c2)c2ncn(Cc3cccc(CCl)c3)c2n1
 : 102	108	86	107	120	105	112	·
- CS(=O)(=O)Nc1ccc(Nc2cc(OC3CCOCC3)c([N+](=O)[O-])cc2Cl)cc1
 : 94	85	·	98	108	91	103	96
- NS(=O)(=O)c1ccc(NC(=O)N2CCN(c3ccccn3)CC2)cc1
 : 98	122	·	100	107	·	104	·
- COc1cc(CCn2nnc3c(NCCCN4CCOCC4)ncnc32)cc(OC)c1
 : 110	109	116	98	94	·	100	110
- CCCCc1ccc(NC(=O)/C=C\C(=O)O)cc1
 : 97	110	82	92	102	106	107	89
- O=S(=O)(O)c1ccc(N=Nc2ccc(N=Nc3ccc(O)c4cccc(S(=O)(=O)O)c34)cc2)cc1
 : 96	93	92	103	101	105	108	96
- CCN(CC)C(=S)SC(SC(=S)N(CC)CC)C(=O)c1nnn(-c2ccc(Cl)cc2)c1C
 : 99	91	102	94	100	99	99	45
- CC(=O)Nc1ccc(I)cc1
 : 95	92	103	98	102	·	111	100
- N[C@@H](CC(=O)N1CCn2c(nnc2C(F)(F)F)C1)Cc1cc(F)c(F)cc1F
 : 96	105	95	103	102	99	105	109
- CN(Cc1ccccc1)c1nc(Cl)c(C2CC(c3ccccc3)=NN2c2cc(Cl)cc(Cl)c2)s1 (stereo not drawn)
 : 98	93	111	98	96	93	103	100
- C/C(=N/NC(N)=S)c1ccc(O)cc1
 : 100	82	90	63	80	·	88	39
- CC(C)CCNCC(C)(C)O
 : 95	105	97	120	110	106	112	116
- COc1ccc2c(c1)CCNC21C(=O)Nc2ccccc21 (stereo not drawn)
 : 95	98	96	105	98	91	100	107
- COc1ccc(-c2c(C(=O)NS(=O)(=O)C(C)C)n(Cc3cccc(C)c3)c3ccccc23)cc1
 : 96	89	73	90	102	100	99	95
- CCN(CC)CCOc1ccc(C=O)cc1
 : 102	89	102	96	92	97	103	94
- O=Cc1cn(C(=O)c2ccccc2)c2ccccc12
 : 102	96	79	101	104	99	103	105
- COc1ccc(C(=O)NNC(=O)c2cc(OC)c(OC)c(OC)c2)cc1Cl
 : 75	72	85	97	107	104	102	97
- O=C(Cn1nncc1CN1C(=O)CSC1=O)Nc1cccc2ccccc12
 : 104	105	106	113	102	94	109	108
- COc1ccc(CNCCCN2C(=O)c3ccc4c5c(ccc(c35)C2=O)C(=O)N(CCCNCc2ccc(OC)c(OC)c2OC)C4=O)c(OC)c1OC
 : -44*	-89*	-44*	-42*	-61*	-77*	-88*	-34*
- C1CCC(=NN=C2CCCCC2)CC1
 : 91	107	·	99	100	·	105	91
- CC(=O)OC(C)CC(C)(C)OC(C)=O (stereo not drawn)
 : 103	102	101	103	100	·	94	·
- Cc1cc(C)n(C(=O)Cn2cnc3sc(C(N)=O)c(C)c3c2=O)n1
 : 98	121	·	170	109	123	116	104
- CC(=O)N(c1ccccc1)C(C)C
 : 105	105	88	91	118	110	108	45
- CCOC(=O)/C(C#N)=C(/C)C1CC1
 : 99	100	86	98	109	·	106	103
- CCOC(=O)c1nc(Oc2ccc(NC(=O)Nc3ccccc3)cc2)c2ccccc2n1
 : 101[5.56 µM]	92[5.56 µM]	110[5.56 µM]	99[5.56 µM]	100[5.56 µM]	103[5.56 µM]	95[5.56 µM]	96[5.56 µM]
- CN(C)CCC(C(=O)c1ccccc1)c1ccncc1 (stereo not drawn)
 : 98	106	74	·	96	107	106	88
- CSc1nc(-c2ccc(Cl)cc2)c(C#N)c(=O)[nH]1
 : 101	104	75	109	99	98	109	107
- N/C(=N\c1nc2ccccc2s1)NC(=O)Nc1ccccc1Br
 : -19*	-26*	·	-0.1*	2.9*	27	-64*	13
- C=C1CCCCC1O (stereo not drawn)
 : 103	96	96	96	104	·	95	96
- C[C@H]1CC2C([C@@H](O)C[C@@]3(C)C2CC[C@]3(O)C(=O)CO)[C@@]2(C)C=CC(=O)C=C12 (stereo partly drawn)
 : 99	64	130	71	90	78	103	63
- Cn1nnnc1N1CCC(NC(=O)/C=C/c2c(F)cccc2F)CC1
 : 97	103	102	103	99	88	100	·
- Clc1ccc(C2=CC(c3ccc(Cl)cc3)N3C=CSC3=N2)cc1 (stereo not drawn)
 : 102	101	78	100	102	·	104	97
- O=C1c2ccc(Cl)cc2C(=O)c2ccc(Cl)cc21
 : 100	100	71	94	97	75	102	103
- C#Cc1ccc(-n2c(/C=C/c3ccc4ccccc4c3)nc3ncccc3c2=O)cc1
 : 63	34	·	-8.9*	1.8*	·	13	2.7*
- CCC(=O)c1ccc(OC)c(OC)c1OCc1ccccc1
 : 97	101	78	104	107	99	95	94
- NNC(=O)c1ccccc1N
 : 91	120	86	89	106	110	114	-39*
- CCOC(=O)Cc1c[nH]c2ccc(N)cc12
 : 118	99	90	89	100	116	108	87
- O=C(/C=C\c1ccc2ccccc2n1)c1cc(Cl)ccc1O
 : 98	104	52	·	85	86	52	·
- OC(CBr)CCBr (stereo not drawn)
 : 97	91	102	99	104	·	97	88
- CCC[C@@]12Cc3ccccc3N[C@@H]1N(C)c1ccccc12
 : 109	99	·	92	106	109	110	87

Some of these compounds in order of count of non-hydrogen atoms, high to low.
Each structure is followed by: HOP-62	A549/ATCC	HOP-92	RPMI-8226	M14	EKVX	MDA-MB-435	CCRF-CEM
- C[C@H]1CC2C([C@@H](O)C[C@@]3(C)C2CC[C@]3(O)C(=O)CO)[C@@]2(C)C=CC(=O)C=C12 (stereo partly drawn)
 : 99	64	130	71	90	78	103	63
- Clc1ccc(C2=CC(c3ccc(Cl)cc3)N3C=CSC3=N2)cc1 (stereo not drawn)
 : 102	101	78	100	102	·	104	97
- CCC[C@@]12Cc3ccccc3N[C@@H]1N(C)c1ccccc12
 : 109	99	·	92	106	109	110	87

An excerpt of these results, bar-delimited:
compound | HOP-62 | A549/ATCC | HOP-92 | RPMI-8226 | M14 | EKVX | MDA-MB-435 | CCRF-CEM
C[C@H]1CC2C([C@@H](O)C[C@@]3(C)C2CC[C@]3(O)C(=O)CO)[C@@]2(C)C=CC(=O)C=C12 (stereo partly drawn) | 99 | 64 | 130 | 71 | 90 | 78 | 103 | 63
Cn1nnnc1N1CCC(NC(=O)/C=C/c2c(F)cccc2F)CC1 | 97 | 103 | 102 | 103 | 99 | 88 | 100 | ·
Clc1ccc(C2=CC(c3ccc(Cl)cc3)N3C=CSC3=N2)cc1 (stereo not drawn) | 102 | 101 | 78 | 100 | 102 | · | 104 | 97
O=C1c2ccc(Cl)cc2C(=O)c2ccc(Cl)cc21 | 100 | 100 | 71 | 94 | 97 | 75 | 102 | 103
C#Cc1ccc(-n2c(/C=C/c3ccc4ccccc4c3)nc3ncccc3c2=O)cc1 | 63 | 34 | · | -8.9* | 1.8* | · | 13 | 2.7*
CCC(=O)c1ccc(OC)c(OC)c1OCc1ccccc1 | 97 | 101 | 78 | 104 | 107 | 99 | 95 | 94
NNC(=O)c1ccccc1N | 91 | 120 | 86 | 89 | 106 | 110 | 114 | -39*

Continuation:
Each structure is followed by: HOP-62	A549/ATCC	HOP-92	RPMI-8226	M14	EKVX	MDA-MB-435	CCRF-CEM
- O=C(c1nc2ccccc2[nH]1)C1C(c2cccs2)C2CSCN2[C@@]12C(=O)Nc1ccccc12 (stereo partly drawn)
 : 100	87	105	101	100	100	100	104
- O=C(Cn1nncc1CN1C(=O)CSC1=O)Nc1cccc(Br)c1
 : 101	99	107	106	104	94	·	106
- Cn1c(=O)[nH]c2nc(SCC(=O)c3ccccc3)[nH]c2c1=O
 : 103	92	92	99	101	96	105	100
- COc1ccc(-c2nn(-c3ccc(S(N)(=O)=O)cc3)c(=O)c3ccccc23)cc1OC
 : 84	102	79	89	114	91	114	93
- CS(=O)(=O)c1nccc(-c2c(-c3cccc(OCCN4CCOCC4)c3)nc3sccn23)n1
 : 77	94	28	48	113	101	98	·
- O=c1ncn(C2CCCCC2)c(=O)[nH]1
 : 103	107	100	106	109	104	117	103
- Cc1nc(C)c(CSC2N=C(c3ccc(Br)cc3)c3cnn(-c4ccccc4)c3N2)nc1C (stereo not drawn)
 : 90	99	93	80	97	86	105	95
- Cn1c(-c2ccncc2)nc(=O)c2ccccc21
 : 103	99	108	100	108	·	·	101
- Cc1ccc(-n2c(/C=C3\C(=O)Nc4ccccc43)ccc2CO)cc1
 : 73	71	84	69	·	80	-10*	55
- CCOC(=O)CCCCl
 : 97	101	·	97	101	102	106	93
- CCOC(=O)C1CC(C(=O)OCC)C(=O)C1=O (stereo not drawn)
 : 96	82	91	103	98	111	116	107
- Nc1nonc1-c1noc(COc2ccc(Cl)cc2)n1
 : 109	96	97	108	·	·	105	98
- COc1cc(-c2nc(SCCC(C)C)nc(NC3CC3)c2C#N)cc(OC)c1OC
 : 104	98	112	107	·	102	102	96
- COc1ccc(NC(=O)CC(O)c2cccc(N)c2)cc1 (stereo not drawn)
 : 96	97	135	110	107	·	96	99
- CCSc1nnc(NC(=O)c2cc(-c3ccccc3)oc2C)s1
 : 106	104	98	105	106	101	103	102
- O=C1/C(=C/c2ccc([N+](=O)[O-])cc2)Sc2ccc(F)cc21
 : 78	106	86	99	87	74	96	102
